VLA-4 inh: inhibition in human VLA-4 binding assay, primary screen, VLA-4 allosteric modulator project, MLPCN library, flow cytometry, VLA-4 expressing cells; Integrin alpha-4 (Homo sapiens), P13612; ligand binding flow cytometry; hit rate 0.2% among 330,000; inhibition, % (about 7 µM as worked out from the volumes in the protocol); in the data active means inhibition above about 50%
Target sequence (P13612 whole entry, looked up): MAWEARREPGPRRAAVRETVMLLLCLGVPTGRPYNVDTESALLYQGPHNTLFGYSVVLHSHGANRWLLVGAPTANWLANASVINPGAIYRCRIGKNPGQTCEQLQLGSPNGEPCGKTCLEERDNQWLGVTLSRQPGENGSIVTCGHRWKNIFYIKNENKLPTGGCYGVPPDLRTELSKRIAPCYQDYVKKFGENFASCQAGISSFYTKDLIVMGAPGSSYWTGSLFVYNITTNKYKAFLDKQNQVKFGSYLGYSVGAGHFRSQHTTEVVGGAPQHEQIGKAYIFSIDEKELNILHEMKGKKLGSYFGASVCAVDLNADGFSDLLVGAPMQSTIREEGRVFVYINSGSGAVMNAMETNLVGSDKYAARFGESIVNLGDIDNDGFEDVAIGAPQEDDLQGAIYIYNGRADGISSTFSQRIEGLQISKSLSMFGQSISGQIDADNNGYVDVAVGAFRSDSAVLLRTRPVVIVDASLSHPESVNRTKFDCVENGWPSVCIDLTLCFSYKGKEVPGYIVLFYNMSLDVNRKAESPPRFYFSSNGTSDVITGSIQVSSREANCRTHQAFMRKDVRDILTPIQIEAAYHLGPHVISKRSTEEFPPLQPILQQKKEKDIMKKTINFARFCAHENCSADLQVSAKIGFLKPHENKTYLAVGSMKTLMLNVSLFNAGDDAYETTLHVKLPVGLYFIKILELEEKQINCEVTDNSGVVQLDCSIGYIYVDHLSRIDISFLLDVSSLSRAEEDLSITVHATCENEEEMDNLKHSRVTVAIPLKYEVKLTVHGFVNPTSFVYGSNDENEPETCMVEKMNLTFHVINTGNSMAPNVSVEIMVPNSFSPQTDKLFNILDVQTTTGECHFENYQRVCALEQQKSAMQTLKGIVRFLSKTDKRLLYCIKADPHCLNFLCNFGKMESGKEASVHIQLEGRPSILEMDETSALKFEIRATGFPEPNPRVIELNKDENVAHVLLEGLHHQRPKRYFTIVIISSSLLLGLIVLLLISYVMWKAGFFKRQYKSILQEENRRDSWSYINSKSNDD
GRK2 inh: compounds blocking aptamer binding on GRK2 – biochemical, human GRK2, bead flow cytometry, HTS, primary screen | Beta-adrenergic receptor kinase 1 (Homo sapiens), P25098 | FAM-aptamer displacement from GRK2 | inhibition of aptamer binding, % at 10 µM | hit rate 0.59% among 330,000;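 active means inhibition of aptamer binding above 40%, roughly 3 SD of noise, on plates passing a quality check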;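 further: median bead fluorescence of bound FAM aptamer so fluorescent compounds give negative values; no value below 0 was filed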
CIT2 TOR yeast: modulators of CIT2-GFP expression in yeast, primary screen, S. cerevisiae, GFP fusion, multiplex flow cytometry, MLPCN library | S. cerevisiae CIT2-GFP strain, 3 h; 100 means same as DMSO wells | GFP response vs DMSO, % at 10 µM | hit rate 0.065% among 320,000;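 active means GFP response relative to DMSO above a set limit, near the screen mean plus 3 SD, cut at about 150% in these data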;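 further: ratio of well median GFP fluorescence to mean of DMSO wells on the plate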
BCLXL inh: inhibitors of human Bcl-xL, primary screen, biochemical, fluorescence polarization, HTS. Bcl-2-like protein 1 (Homo sapiens), Q07817. GST-Bcl-xL / FITC-Bim BH3 peptide fluorescence polarization. inhibition, % at 10.9 µM. hit rate 0.7% among 320,000;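 active means inhibition above the mean of all tested compounds plus 3 SD, cutoff set per campaign, cut at about 30% in these data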;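 further: 0% = DMSO wells and 100% = unlabeled Bim-BH3 peptide competitor; inhibitors lower millipolarization by displacing the labeled peptide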
AGP1 TOR yeast: modulators of AGP1-GFP expression in yeast TOR pathway, primary screen, cell-based, multiplex flow cytometry, S. cerevisiae, MLPCN library. 3 h; GFP as percent of DMSO wells. AID 2066, 2009. hit rate 0.02% among 320,000. GFP response vs DMSO, % at 10 µM;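 active means GFP response relative to DMSO above a set limit, near screen average plus 3 SD, cut at about 150% in these data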;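 further: median GFP channel fluorescence of the gated AGP1 strain per well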
Fam108B counter: mouse Fam108B serine hydrolase inhibitors, primary screen, counter-screen for RBBP9 inhibitor project, biochemical, fluorescence polarization; recombinant Fam108B, FP-Rh probe fluorescence polarization; inhibition, % at 9.51 µM; hit rate 0.33% among 300,000; AID 1947, 2009;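 active means inhibition above the screen mean inhibition plus 3 SD, computed separately per campaign, cut at about 18% in these data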;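 further: inhibitors lower polarization as less probe binds the enzyme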
MCL1 BIM primary: inhibitors of MCL1 binding to BIM-BH3, primary screen, biochemical, fluorescence polarization | GST-MCL1 / FITC-Bim-BH3 fluorescence polarization | hit rate 0.68% among 320,000 | inhibition, % at 10.9 µM | Induced myeloid leukemia cell differentiation protein Mcl-1 (Homo sapiens), Q07820 | AID 2057, 2009;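 active means inhibition above the mean inhibition of all tested compounds plus 3 SD, set per campaign, cut at about 40% in these data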;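 further: 0% = DMSO wells and 100% = unlabeled Bim-BH3 peptide control; higher means more loss of mP so more displacement of Bim peptide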
GLD-1 TGE inh: GLD-1/TGE RNA complex disruptors, primary screen, biochemical, fluorescence polarization; Female germline-specific tumor suppressor gld-1 (Caenorhabditis elegans), Q17339; purified GLD-1 + fluorescein TGE RNA; inhibition, % at 5.96 µM; hit rate 0.44% among 320,000; AID 2280, 2010;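 active means percent inhibition above a per-plate cutoff, the plate mean of test compounds plus 3 SD, cut at about 30% in these data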;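 further: 0% = DMSO wells with GLD-1 and probe and 100% = wells lacking GLD-1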
MEX-5 binding: MEX-5 zinc finger RNA-binding disruptors – biochemical, C. elegans, fluorescence polarization, MLPCN library, primary screen; activity score (negative = inhibition of binding), % at 10 µM; MEX-5/FITC-TCR2 RNA binding; hits give low values; Zinc finger protein mex-5 (Caenorhabditis elegans), Q9XUB2; hit rate 0.38% among 300,000;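 active means inhibition past about -25% in most replicates, and total fluorescence under double the plate's negative control median, limit read from the data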;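 further: 0% = DMSO and -100% = 5 µM competing unlabeled TCR2 RNA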
The depositor's hits bear a star; / = not tested or not shown; & = joins results of further samples. This is a random part of the collection, and some 2.2% of all compounds hit somewhere here.

smiles,VLA-4 inh,GRK2 inh,CIT2 TOR yeast,BCLXL inh,AGP1 TOR yeast,Fam108B counter,MCL1 BIM primary,GLD-1 TGE inh,MEX-5 binding
CC(C)c1nnc(SCc2ccc(CSc3nnc(C(C)C)n3N)cc2)n1N,0,1,88,1,92,-1,1,1,-1.2
NC(=O)OCC(COC(N)=O)c1ccccc1,32&12,1&0,86&98,9&0,90&103,-1&5,6&3,1&10,0.0&0.8
COc1ccc(NC(=O)O/N=C/c2ccccc2)cc1,5,1,86,4,78,-1,0,6,-2.9
Cc1ccc(S(=O)(=O)N2[C@@H](c3ccccc3F)C(C(=O)O)=CC[C@H]2c2cccs2)cc1,9,2,107,3,87,-1,5,-3,/
Cc1ccccc1OCCNc1cc(N2CCN(CCO)CC2)ccc1[N+](=O)[O-],-1,1,100,-2,100,10,-5,6,-0.5
COc1cccc2c1C(CO)N1C(C#N)C3CC(C(=O)O)C(C1C2)N3C (centres undefined),-15,1,99,0,105,0,4,-2,/
Cc1nc(-n2nnc3cc(C)c(C)cc32)c2c3c(sc2n1)CCCC3,-8,5,101,2,100,-5,0,9,1.1
COc1ccc(/C=C/C(=O)NC(=S)NN2CCCCC2c2cccnc2)cc1OC (centres undefined),5,4,105,3,99,-3,10,6,-0.8
N#CC1=C2SCN(c3ccccc3)CN2C(=O)CC1c1c(Cl)cccc1Cl (centres undefined),-6,0,93,-14,98,4,-6,1,-1.4
Cc1ccc(OCC(=O)Nc2nnc(C3CCCO3)s2)c(Br)c1 (centres undefined),3,4,91,-3,95,3,-6,3,-0.2
COc1ccc(N2CCN(C(=O)CSc3nnc(NC(=O)C4CC4)s3)CC2)cc1,5,0,106,-5,109,1,2,0,-0.6
CC(C)(C)C(=O)Nc1cccc(C(=O)Nc2cc(C(=O)O)cc(C(=O)O)c2)c1,-19,0,101,4,96,1,-2,-1,2.8
Cc1cccc(-n2nnnc2SCC(=O)Nc2cccc(S(N)(=O)=O)c2)c1,4,1,102,4,105,2,8,-1,-1.0
CCOc1cc(CNCc2cccs2)cc(Br)c1OCC,19,3,91,-1,94,-9,-6,37*,3.3
O=C(Nc1cccc(-c2nnc(-c3ccccc3)o2)c1)c1ccc(Br)o1,0,1,/,7,91,-28,5,7,0.0
N#C/C(=C(/O)COC(=O)c1ccc(Cl)c(S(=O)(=O)N2CCOCC2)c1)c1nc2ccccc2[nH]1,-16,0,101,0,101,0,-19,-6,0.8
CCOc1ccc(C(=O)C2CCN(CC(=O)Nc3ccccc3N3CCOCC3)CC2)cc1,0,2,104,-2,103,2,4,-5,0.1
CC1(C)CC(=O)C2=C(C1)N(c1ccccc1)C(=O)CC2c1ccsc1 (centres undefined),2,0,98,4,97,1,3,-4,0.5
Cn1c(=O)c2ncn(CC(=O)NCCC3=CCCCC3)c2n(C)c1=O,36,0,96,1,105,-1,2,-2,-5.6
O=C(c1cccc(F)c1F)N1CCCc2ccccc21,5,1,100,0,96,2,-4,4,2.7
COc1ccc(N2CCN(C(=O)COC(=O)c3cc(S(=O)(=O)N(C)C)ccc3N3CCCC3)CC2)cc1,5,0,94,8,97,2,-1,3,-0.2
Cc1cc(Cl)ccc1NC(=O)COC(=O)c1c(C)noc1C,4,2,95,2,96,/,-3,-3,/
CN1CCN(S(=O)(=O)c2cccc(C(=O)N3CCN(c4ccccc4)CC3)c2)CC1,-12,2,93,/,97,/,/,1,/
CCOC(=O)c1ccc(NC(=S)N2CCC(C(N)=O)CC2)cc1,-6,1,107,1,101,-1,9,-2,0.6
COc1ccc(Oc2c(C=O)c3ccccc3n2C)cc1,-2,4,110,1,/,-2,3,-4,3.8
CCN1CCN(C(=O)CCc2nnc(CCc3ccc(OC)cc3)o2)[C@@H](C)C1=O,15,0,92,/,82,/,/,/,1.1
O=C(NCc1ccccc1Cl)c1cnccn1,9,0,104,5,111,5,-7,3,1.6
COC(=O)c1cn(NC(=O)Cc2c(F)cccc2Cl)c(=O)c2ccccc12,-2,0,107,9,105,-4,-2,-7,0.4
O=C(NC(=S)Nc1ccc2[nH]c(=O)[nH]c2c1)c1cccc(F)c1,-5,3,106,4,110,-3,0,5,-1.5
O=C1CCN(Cc2cccnc2)CCN1[C@H](CO)Cc1ccccc1,34,1,71,-3,78,-3,-11,5,-0.1

Complete entries, looked up by structure.
O=C1CCN(Cc2cccnc2)CCN1[C@H](CO)Cc1ccccc1 is listed with VLA-4 inh: 34; GRK2 inh: 1; CIT2 TOR yeast: 71; BCLXL inh: -3; AGP1 TOR yeast: 78; Fam108B counter: -3; MCL1 BIM primary: -11; GLD-1 TGE inh: 5; MEX-5 binding: -0.1
CCOc1ccc(C(=O)C2CCN(CC(=O)Nc3ccccc3N3CCOCC3)CC2)cc1 is listed with VLA-4 inh: 0; GRK2 inh: 2; CIT2 TOR yeast: 104; BCLXL inh: -2; AGP1 TOR yeast: 103; Fam108B counter: 2; MCL1 BIM primary: 4; GLD-1 TGE inh: -5; MEX-5 binding: 0.1

Laid out differently: entries from further up.
Every second line gives: VLA-4 inh	GRK2 inh	CIT2 TOR yeast	BCLXL inh	AGP1 TOR yeast	Fam108B counter	MCL1 BIM primary	GLD-1 TGE inh	MEX-5 binding
CCOc1ccc(C(=O)C2CCN(CC(=O)Nc3ccccc3N3CCOCC3)CC2)cc1
→ 0	2	104	-2	103	2	4	-5	0.1
Cc1ccccc1OCCNc1cc(N2CCN(CCO)CC2)ccc1[N+](=O)[O-]
→ -1	1	100	-2	100	10	-5	6	-0.5
CC1(C)CC(=O)C2=C(C1)N(c1ccccc1)C(=O)CC2c1ccsc1 (centres undefined)
→ 2	0	98	4	97	1	3	-4	0.5

Next part
smiles,VLA-4 inh,GRK2 inh,CIT2 TOR yeast,BCLXL inh,AGP1 TOR yeast,Fam108B counter,MCL1 BIM primary,GLD-1 TGE inh,MEX-5 binding
Cc1ccc(S(=O)(=O)N2CCN(C(=O)Cn3cnc4c3c(=O)n(C)c(=O)n4C)CC2)cc1C,9,2,94,1,98,/,-3,4,/
COc1cc(NC(=O)c2ccc(-c3ccc(Br)cc3)o2)ccc1NC(=O)C(C)C,18,0,101,4,100,3,4,2,1.1
COc1cccc(C(=O)Nc2ccc(N3CCCC3)cc2)c1,-28,0,106,5,102,-5,1,-4,-1.6
CC(C)Oc1ccc(C(=O)NC2(C(F)(F)F)NC(=O)N(CCCc3ccccc3)C2=O)cc1 (centres undefined),5,0,91,3,97,-2,1,8,0.4
O=C(CSCc1cccc(CSCC(=O)Nc2ccccc2)n1)Nc1ccccc1,2,0,104,4,100,4,4,-1,-2.2
C/C(=N\NC(=O)CNC(=O)c1ccncc1)c1ccc(C)cc1,34,2,101,5,100,-3,-4,2,-1.4
O=C(c1ccccc1)N1CCN(S(=O)(=O)N2CCCCCC2)CC1,15,2,88,-8,90,-9,-14,-7,0.6
Cc1cccc(NS(=O)(=O)c2ccc3c(c2)oc(=O)n3C)c1C,4,1,102,/,102,/,/,/,0.1
CCCc1cc(=O)[nH]c(SCc2nc3ccccc3o2)n1,1,1,95,1,99,-5,0,4,1.1
CCOC(=O)N/N=C/c1cc(C)n(-c2cccc3ccccc23)c1C,1,3,102,2,99,2,30,2,2.1
O=C(c1ccc(Cl)cc1)c1cc([N+](=O)[O-])ccc1N1CCOCC1,15,0,101,1,109,2,-2,3,-0.2
NNC(=O)c1cccc(COc2ccc3c(c2)CCC3)c1,22,2,85,-1,116,-9,3,-2,1.8
COc1cccc(C(=O)CC(=O)C(=O)Nc2ccc(C)cc2Cl)c1,-4,0,94,-1,98,-2,-2,0,-1.5
O=C(O)CC/C(=C\c1cccc(NC(=O)c2ccccc2Cl)c1)c1nc2ccccc2s1,21,0,102,7,107,-14,8,-4,0.7
Cc1ccc(C)c(S(=O)(=O)Nc2ccc(O)c3ccccc23)c1,12,0,86,9,85,-1,4,6,-1.7
COC(=O)C1=C(C)N(Cc2ccco2)C(=O)/C1=C\c1ccc(N(C)C)cc1,2,0,97,4,102,-104,-7,-3,-5.0
O=C(CNC(=O)c1ccc(F)cc1)N/N=C/c1cccnc1,-1,0,105,5,101,4,3,0,-2.4
O=C(O)Cc1ccc2ocnc2c1,1,0,100,5,98,-1,3,-10,-1.5
CNC(=S)c1cc(C(C)(C)C)c(O)c(C(C)(C)C)c1,-1,0,88,1,97,-2,2,10,-0.7
O=C(CC1SC(=NCCc2ccccc2)N(/N=C/c2cccs2)C1=O)Nc1ccc(Cl)cc1 (centres undefined),17,0,91,1,96,-22,4,7,0.2
COc1ccc(C2/C=C\CN(C(=O)c3ccc(C)cc3)[C@H](Cc3ccccc3)C(=O)N2Cc2ccc(F)cc2)cc1 (some centres undefined),11,2,93,2,99,-2,7,-1,4.7

In the list so far, these have a tert-butyl group.
smiles,VLA-4 inh,GRK2 inh,CIT2 TOR yeast,BCLXL inh,AGP1 TOR yeast,Fam108B counter,MCL1 BIM primary,GLD-1 TGE inh,MEX-5 binding
CC(C)(C)C(=O)Nc1cccc(C(=O)Nc2cc(C(=O)O)cc(C(=O)O)c2)c1,-19,0,101,4,96,1,-2,-1,2.8
CNC(=S)c1cc(C(C)(C)C)c(O)c(C(C)(C)C)c1,-1,0,88,1,97,-2,2,10,-0.7

Screening data: PubChem, several laboratories
